Bioassay records: PubChem, several laboratories
CHRM5 agonist = human M5 muscarinic receptor agonists, primary screen, CHO-K1 cells, Fluo-8 calcium fluorescence; CHO-K1 hM5 cells; 0% DMSO wells, 100% maximal acetylcholine response; AID 624037, 2012; Muscarinic acetylcholine receptor M5 (Homo sapiens), P08912; hit rate 0.19% among 360,000; activation, % at 3 µM;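 active = activation above the run's mean over test compounds plus 3 SD, cut at about 23% in these data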;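 also: signal is peak over basal fluorescence ratio across the kinetic read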
Target sequence (P08912 whole entry, looked up): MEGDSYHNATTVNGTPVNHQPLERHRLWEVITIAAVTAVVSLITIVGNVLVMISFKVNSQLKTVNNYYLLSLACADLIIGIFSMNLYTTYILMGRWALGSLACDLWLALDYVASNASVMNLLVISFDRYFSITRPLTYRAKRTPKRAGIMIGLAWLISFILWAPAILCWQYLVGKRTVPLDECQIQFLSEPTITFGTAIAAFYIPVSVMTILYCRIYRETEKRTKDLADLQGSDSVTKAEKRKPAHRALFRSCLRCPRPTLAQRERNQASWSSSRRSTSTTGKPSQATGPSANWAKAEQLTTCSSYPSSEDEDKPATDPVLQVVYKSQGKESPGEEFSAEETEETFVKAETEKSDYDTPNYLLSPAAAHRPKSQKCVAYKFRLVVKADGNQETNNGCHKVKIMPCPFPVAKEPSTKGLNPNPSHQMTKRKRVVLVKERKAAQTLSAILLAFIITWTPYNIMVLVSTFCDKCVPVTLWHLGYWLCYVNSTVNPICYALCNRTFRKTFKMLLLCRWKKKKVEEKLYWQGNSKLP
CHRM4 antagonist = human M4 muscarinic receptor antagonists, primary screen, CHO cells, Fluo-8 calcium fluorescence | Muscarinic acetylcholine receptor M4 (Homo sapiens), P08173 | CHO-hM4 cells, ACh EC80 | inhibition, % at 3 µM | hit rate 0.73% among 360,000 | AID 624125, 2012;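 active = inhibition above its plate's cutoff, the mean inhibition of sample wells plus 3 SD, cut at about 27% in these data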;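 also: 0% = acetylcholine EC80 with DMSO and 100% = DMSO without agonist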
Target sequence (P08173 whole entry, looked up): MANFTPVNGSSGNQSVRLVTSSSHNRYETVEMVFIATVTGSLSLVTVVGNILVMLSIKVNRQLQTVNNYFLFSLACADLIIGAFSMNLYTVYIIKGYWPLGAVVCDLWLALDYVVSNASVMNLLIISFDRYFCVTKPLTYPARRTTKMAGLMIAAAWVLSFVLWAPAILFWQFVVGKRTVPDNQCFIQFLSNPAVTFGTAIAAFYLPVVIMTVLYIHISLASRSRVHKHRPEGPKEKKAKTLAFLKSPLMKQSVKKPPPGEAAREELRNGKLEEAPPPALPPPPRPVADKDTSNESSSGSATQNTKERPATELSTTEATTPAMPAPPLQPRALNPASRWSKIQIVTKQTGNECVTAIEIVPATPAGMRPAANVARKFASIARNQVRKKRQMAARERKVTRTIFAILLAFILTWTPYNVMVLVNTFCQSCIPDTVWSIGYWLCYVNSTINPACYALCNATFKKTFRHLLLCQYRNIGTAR
CRFR2-BP antag = antagonists of CRF-BP/CRF-R2 complex, primary screen, cell-based, HEK293, calcium dye fluorescence, uHTS; CRF-induced calcium fluorescence; hit rate 0.59% among 350,000; inhibition, % at 11.8 µM;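 active = inhibition of the ligand-induced calcium signal above about 50% at the single tested concentration, limit read from the data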
M4 ag = human M4 muscarinic receptor agonists, primary screen, CHO-K1 cells, Fluo-8 calcium fluorescence. Muscarinic acetylcholine receptor M4 (Homo sapiens), P08173. CHO-K1 hM4/Gqi5; vehicle 0%, full acetylcholine response 100%. activation, % at 3 µM. hit rate 0.14% among 360,000;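 active = activation above the run mean over all test wells plus 3 SD, cut at about 32% in these data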;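 also: peak over basal fluorescence ratio per well then scaled between controls; 0% = DMSO wells and 100% = acetylcholine at EC100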
CHRM4 PAM = human M4 muscarinic receptor positive allosteric modulators, primary screen, CHO-K1 cells, Fluo-8 calcium fluorescence; Muscarinic acetylcholine receptor M4 (Homo sapiens), P08173; CHO-K1 hM4/Gqi5, ACh EC20; 0% = ACh EC20, 100% = maximal ACh; activation, % at 3 µM; hit rate 0.4% among 360,000; AID 624126, 2012;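 active = activation above its plate's cutoff, the mean activation of sample wells plus 3 SD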; also: some results filed as inactive read as strong as hits
M5 PAM = human M5 muscarinic receptor positive allosteric modulators, primary screen, CHO-K1 cells, Fluo-8 calcium fluorescence. CHO-K1 hM5, ACh EC20 PAM; 0% = ACh EC20, 100% = ACh EC100. activation, % at 3 µM. AID 624038, 2012. hit rate 0.3% among 360,000;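 active = activation above the run cutoff, the mean activation of all test compounds plus 3 SD, cut at about 18% in these data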
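Assay system: CHO-K1 hM5 cells. Also added: acetylcholine at EC20 concentration, added after compound. Dosing: 3 µM, single dose. Times: compound preincubation 140 s before EC20 acetylcholine addition. Signal: Fluo-8 calcium fluorescence. Measure: % activation relative to EC20 and EC100 ACh responses. Repeats: singlicate, one well per test compound.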
CRFBP-R2 agonist = agonists of CRF-BP/CRF-R2 complex, primary screen, cell-based, HEK293, calcium dye fluorescence, uHTS; CRF-binding protein / CRF receptor 2 complex (human); calcium dye fluorescence (FLIPR); percent of saturating CRF peptide response; activation, % at 13.2 µM; hit rate 0.46% among 350,000;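 active = activation of at least 50%, plus an integration ratio under a set limit after plate pattern correction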;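 also: plate controls were neutral control wells without compound for no effect and CRF at EC100 for full effect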
CHRM5 antagonist = human M5 muscarinic receptor antagonists, primary screen, CHO cells, Fluo-8 calcium fluorescence; Muscarinic acetylcholine receptor M5 (Homo sapiens), P08912; CHO-hM5 cells, ACh EC80; inhibition, % at 3 µM; AID 624040, 2012; hit rate 0.59% among 360,000;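 active = inhibition above a per-plate cutoff, the mean of that plate's test compounds plus 3 SD, cut at about 27% in these data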;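 also: 0% = acetylcholine EC80 with DMSO and 100% = DMSO without agonist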
IDE cell inh = human IDE inhibitors in live cells, primary screen, fluorescence polarization, HEK cells, FAbetaB substrate; Insulin-degrading enzyme (Homo sapiens), P14735; FAbetaB cleavage; inhibition, % at 5.59 µM; hit rate 0.41% among 320,000;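 active = percent inhibition above the average of all tested compounds plus 3 SD, set per screening campaign, cut at about 16% in these data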;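 also: IDE supplied by intact live HEK cells; FP after avidin binding of uncleaved biotin substrate so inhibition keeps polarization high; 0% = DMSO wells and 100% = 60 µM reference IDE inhibitor Ii1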
* hit, by the source's call; x = no result given.

SMILES	CHRM5 agonist	CHRM4 antagonist	CRFR2-BP antag	M4 ag	CHRM4 PAM	M5 PAM	CRFBP-R2 agonist	CHRM5 antagonist	IDE cell inh
CCc1c(C(=O)Nc2cc(C)ccc2OC)[nH]c(C)c1C(C)=O	-2	4	2	3	6	-3	-3.3	-1	1
Cc1nc(=O)c(-c2ccccc2)c(C)n1CCO	0	-11	-37	0	11	10	5.9	-8	-2
O=C(CN(C(=O)CCC(=O)Nc1nccs1)c1ccc(F)cc1)NCC1CCCO1 (stereo unspecified)	-1	0	-9	0	-2	2	0.4	1	0
CN(CC(=O)Nc1ccc(S(=O)(=O)N2CCCC2)cc1)Cc1cccc(Cl)c1Cl	-3	-1	-35	8	-12	-9	0.5	9	1
O=C(COc1ccccc1)N(Cc1ccccc1)c1nc(-c2ccccc2)cs1	-5	-7	-1	2	4	5	0.1	-10	0
Cc1cc(N)n2ncc(-c3ccc(F)cc3)c2n1	-5	-9	-31	2	6	-1	-0.3	-7	2
Clc1ccc(Cn2ncc3c(N4CCOCC4)ncnc32)cc1	3	-9	-5	8	-5	-8	-0.2	-1	4
COc1ccc(CNC(=O)CN(Cc2ccccc2F)C(=O)c2csnn2)cc1	-1	-11	6	6	1	0	1.1	4	-2
COCCn1c(N)c(N(Cc2ccccc2)C(=O)c2ccc(-c3ccc(Cl)cc3)o2)c(=O)[nH]c1=O	-3	-12	-3	8	-6	-16	-1.2	7	5
Cc1ccc(CNC(=O)[C@H](C)N2C(=O)N3CCc4c([nH]c5ccccc45)[C@@]3(C)C2=O)cc1	4	-10	-9	4	4	5	-1.8	-8	2
CCN(CC)c1ccc(C(=O)NNC(=O)CCNC(=O)c2ccccc2)cc1	-4	-7	-6	2	10	4	0.4	7	-6
COc1cc(/C=N/NC(=S)NC2CC3CCC2C3)ccc1O (stereo unspecified)	7	0	-30	2	-8	3	-2.0	-7	-3
C=CCNC(=O)CNS(=O)(=O)c1ccc(F)cc1	3	-4	-5	0	7	0	-0.3	3	0
Cc1cc(NCc2ccco2)nc2cc(O)ccc12	1	-16	4	13	1	-1	2.2	-2	5
COC(=O)c1ccc(-c2ccc(/C=N/NC(=O)CC3(C)OCCCO3)o2)cc1	0	0	6	2	-4	-13	-0.3	13	0

Some of the entries above in a different format:
| CHRM5 agonist | CHRM4 antagonist | CRFR2-BP antag | M4 ag | CHRM4 PAM | M5 PAM | CRFBP-R2 agonist | CHRM5 antagonist | IDE cell inh | structure |
| --- | --- | --- | --- | --- | --- | --- | --- | --- | --- |
| -3 | -1 | -35 | 8 | -12 | -9 | 0.5 | 9 | 1 | CN(CC(=O)Nc1ccc(S(=O)(=O)N2CCCC2)cc1)Cc1cccc(Cl)c1Cl |
| -5 | -7 | -1 | 2 | 4 | 5 | 0.1 | -10 | 0 | O=C(COc1ccccc1)N(Cc1ccccc1)c1nc(-c2ccccc2)cs1 |

Some entries already given, showing only CRFR2-BP antag, CRFBP-R2 agonist and M4 ag:
smiles | CRFR2-BP antag | CRFBP-R2 agonist | M4 ag
CN(CC(=O)Nc1ccc(S(=O)(=O)N2CCCC2)cc1)Cc1cccc(Cl)c1Cl | -35 | 0.5 | 8
O=C(COc1ccccc1)N(Cc1ccccc1)c1nc(-c2ccccc2)cs1 | -1 | 0.1 | 2

Further compounds follow:
SMILES	CHRM5 agonist	CHRM4 antagonist	CRFR2-BP antag	M4 ag	CHRM4 PAM	M5 PAM	CRFBP-R2 agonist	CHRM5 antagonist	IDE cell inh
COc1cc(/C=C/C(=O)OCC(=O)Nc2c(C)n(C)n(-c3ccccc3)c2=O)ccc1OCC#N	0	0	2	2	2	-2	1.5	7	8
COC(=O)c1ccc(-n2nc(C(F)(F)F)c3c2-c2ccoc2CC3)cc1	-1	-2	4	-1	-8	-10	-4.0	0	-3
CCO[C@@H]1OC(C(=O)O)=C[C@H](c2csc3ccccc23)[C@H]1CCCO	-2	2	6	-2	10	-5	-2.0	16	1
CCOc1ccc(-c2cc(C(=O)NCC3CCCO3)c3ccccc3n2)cc1 (stereo unspecified)	0	6	-14	10	-12	-12	-2.1	14	6
CN(C)CCOC(=O)C12CC3CC(CC(C3)C1)C2	-10	1	7	0	-8	-1	0.6	16	0
COc1ccc(/C=C/C(=O)NC(=S)NCCc2ccc(OC)c(OC)c2)cc1	-2	7	2	2	-8	-11	0.3	12	8
Cc1ccc(OCCNC(=O)CCNS(=O)(=O)c2ccc(C)cc2)cc1	-2	-10	6	1	6	-3	-4.5	2	2
O=C(c1cccc(S(=O)(=O)N2CCOCC2)c1)N1CCN(C/C=C/c2ccccc2)CC1	-12	-5	-2	5	-14	-49	0.0	39*	0
Cc1ccc(C(=O)NC(C)c2ccc(S(N)(=O)=O)cc2)s1 (stereo unspecified)	-2	-3	0	0	7	1	-0.6	2	0
N=c1c(C(=O)NCc2ccc3c(c2)OCO3)cc2c(=O)n3ccccc3nc2n1Cc1cccnc1	-6	7	13	-2	-7	2	0.6	1	2
COc1ccc(C(=O)N2CCCCC2c2cc(C(=O)Nc3ccccc3)no2)cc1 (stereo unspecified)	1	-7	x	4	-2	-4	x	11	x
CCOc1ccccc1C(=O)Nc1cc2c(cc1N1CCCC1)n(CC)c(=O)n2CC	-5	13	47	10	-3	-1	-2.2	-3	-1
O=C(CN1CCN(c2ccc(O)cc2)CC1)Nc1ccccc1C(=O)NCCc1ccccc1	4	17	3	17	-12	-32	-2.0	14	-3
Cc1ccc(N(CC(=O)N2CCc3ccccc32)S(=O)(=O)c2cccs2)cc1	-1	-5	29	-1	-2	-5	1.2	0	-2
COc1ccc(N2CC(C(=O)N/N=C/c3cc([N+](=O)[O-])ccc3O)CC2=O)cc1 (stereo unspecified)	-4	-18	6	0	16	1	-0.7	-7	-3
COc1ccc(N2CCN(Cc3nc4c(c(=O)n(C)c(=O)n4C)n3Cc3ccccc3C)CC2)cc1	0	-6	37	0	1	-1	-0.1	0	x
Cc1c(C)n(Cc2ccc(F)cc2)c2ccc(C(=O)NCCCN3CCOCC3)cc12	-7	0	-13	1	-8	-2	1.1	13	1
Cc1noc(C)c1S(=O)(=O)N1CCC(C(=O)NCCN2CCC(C)CC2)CC1	-11	4	-6	0	-9	-3	0.0	-4	1
Cn1c(=O)n(C)c2cc(/C=C3/SC(=O)N(CC(=O)N4CCOCC4)C3=O)ccc21	-3	-4	6	1	6	-2	0.2	-2	1
COc1ccc([C@@H]2[C@@H]3C(=O)N(C(C)(C)C)C(=O)[C@@H]3[C@]3(Cc4ccccc4)C(=O)N(c4ccc(Br)cc4)C(=O)N23)cc1	-1	-9	-11	2	7	-2	2.8	6	0
Cc1ccc(OCCn2c(=S)[nH]c3ccccc32)c(C(C)C)c1	-4	-12	-21	-2	-3	3	-0.1	-9	-4
Cc1ccccc1OCC(=O)NCCC1=CCCCC1	-3	0	-14	-1	-5	-1	-1.9	-1	1
CC1(c2ccc3c(c2)OCO3)NC(=O)N(CC(=O)NCCC2=CCCCC2)C1=O (stereo unspecified)	1	0	-12	3	5	-1	-1.1	-4	8
CCOC(=O)c1ccc(-c2csc(NC(=O)CN3CCC(C)CC3)n2)cc1	0	-12	-10	0	5	-4	2.6	8	6
C=C(C)CN(CC)C(=O)CN1C(=O)NC2(CCCc3ccccc32)C1=O (stereo unspecified)	-5	-5	-13	0	7	-3	3.0	13	-3
CCC(Sc1nncn1C)C(=O)Nc1nnc(-c2ccccc2Cl)s1 (stereo unspecified)	4	-7	-8	2	9	3	-1.9	-3	2
CCC(=O)N/C(N)=N/c1nc2ccccc2o1	2	-9	10	1	-5	3	-0.4	2	1
CCN(CC)CCNC(=O)c1ccc(NC(=O)C2CC(=O)N(c3ccc4c(c3)OCCO4)C2)cc1 (stereo unspecified)	2	1	9	1	-2	-1	-1.1	-3	3
Cc1cccc(COc2ccc(/C=C3/C(=O)N(C)C(=S)N3C)cc2)c1	2	2	-15	1	-3	-6	-0.3	2	-7
S=c1[nH]nc(-c2ccccc2)o1	0	-6	-1	0	-9	-6	-2.8	12	-2
CN(C)S(=O)(=O)c1ccc(Cl)c(NC(=O)CN2CCC(Cc3ccccc3)CC2)c1	-3	-4	6	1	-10	-11	2.5	12	3
COc1ccc(-n2nc3c(c2NC(=O)c2ccc(Br)cc2)CS(=O)C3)cc1 (stereo unspecified)	3	6	-7	1	-6	-12	-0.1	7	3
O=C(O)CCC(=O)NCc1cn(-c2ccccc2)nc1-c1cccc(Br)c1	-1	0	12	1	-5	-9	-0.1	12	0
Cc1noc(C)c1COc1ccccc1C(=O)Nc1cccc(S(=O)(=O)N(C)C)c1	4	-4	0	5	-4	2	-1.7	1	-2
CN(CC(=O)Nc1ccc(OC(F)(F)F)cc1)C(=O)c1ccccc1SCC(=O)N1CCCC1	1	6	0	7	-5	-18	-0.5	11	x
COC(=O)C1Sc2[nH]c(=O)sc2C2c3ccccc3OC(=O)C12 (stereo unspecified)	-1	10	-7	1	0	5	1.9	-4	1
CCC1(C(=O)OC)CCc2c(cc(OC)c3ccccc23)C1=O (stereo unspecified)	1	5	34	-2	-15	-1	2.9	-4	-5
C[C@H](CO)N1C[C@H](C)[C@@H](CN(C)S(=O)(=O)c2cn(C)cn2)Oc2c(NS(=O)(=O)c3ccccc3)cccc2C1=O	1	-4	-1	1	-2	-2	0.7	-2	-2
O=C(Nc1cccc2nsnc12)c1ccc(-c2ccc(Br)cc2)o1	0	8	-26	2	4	-1	4.0	8	-3

Retrieved by compound from the entries so far, two records:
SMILES	CHRM5 agonist	CHRM4 antagonist	CRFR2-BP antag	M4 ag	CHRM4 PAM	M5 PAM	CRFBP-R2 agonist	CHRM5 antagonist	IDE cell inh
Cc1noc(C)c1COc1ccccc1C(=O)Nc1cccc(S(=O)(=O)N(C)C)c1	4	-4	0	5	-4	2	-1.7	1	-2
C[C@H](CO)N1C[C@H](C)[C@@H](CN(C)S(=O)(=O)c2cn(C)cn2)Oc2c(NS(=O)(=O)c3ccccc3)cccc2C1=O	1	-4	-1	1	-2	-2	0.7	-2	-2

Compound profiles, from the list above:
`Cc1noc(C)c1COc1ccccc1C(=O)Nc1cccc(S(=O)(=O)N(C)C)c1` reads CHRM5 agonist = 4; CHRM4 antagonist = -4; CRFR2-BP antag = 0; M4 ag = 5; CHRM4 PAM = -4; M5 PAM = 2; CRFBP-R2 agonist = -1.7; CHRM5 antagonist = 1; IDE cell inh = -2
`COC(=O)C1Sc2[nH]c(=O)sc2C2c3ccccc3OC(=O)C12` (stereo unspecified) reads CHRM5 agonist = -1; CHRM4 antagonist = 10; CRFR2-BP antag = -7; M4 ag = 1; CHRM4 PAM = 0; M5 PAM = 5; CRFBP-R2 agonist = 1.9; CHRM5 antagonist = -4; IDE cell inh = 1

Hits appear at their usual frequency; about 2.9% have a hit in one of these screens.
